Compound activity (PubChem)
SRC1 inh: SRC1 coactivator transcriptional activity inhibitors, primary screen, cell-based, luminescence; AID 588354, 2011; 360,000 tested, 0.12% active; HEK293 GAL4-SRC1 luciferase reporter; inhibition, % at 3.6 µM;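 active = inhibition above the campaign mean plus 3 SD, with each screening campaign given its own cutoff, cut at about 60% in these data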;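 also: 0% = DMSO treated cells and 100% = gossypol at 36 µM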
Vif inh: HIV Vif self-association inhibitors, primary screen, imaging, HEK293T, single point. HEK293T cells, Vif self-association by quenched fluorescence, 24 h. inhibition, % at 7.49 µM. 340,000 tested, 0.35% active; in the data active = inhibition above about 50%, passing the limit was not always enough; also: some results filed as inactive read as strong as hits
NCOA3 inh: SRC3 coactivator transcriptional activity inhibitors, primary screen, cell-based, luminescence; Nuclear receptor coactivator 3 (Homo sapiens), Q9Y6Q9; HEK293 GAL4-SRC3 luciferase reporter; inhibition, % at 3.6 µM; 360,000 tested, 0.17% active; AID 588352, 2011;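 active = inhibition above a per-campaign cutoff, the mean of all compounds plus 3 SD, cut at about 60% in these data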;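 also: 0% = DMSO-treated cells and 100% = gossypol-treated cells at 36 µM; higher means less SRC3-driven luciferase light from the GAL4 reporter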
NOD2-RIPK2 inh: NOD2-RIPK2 binding disruptors in cells, primary screen, fluorescence, CHO cells, BLA complementation; CCF4 ratio; 360,000 tested, 0.38% active; AID 624267, 2012; inhibition, % at 4.98 µM; in the data active = inhibition above about 21%;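 also: 0% = vehicle only and 100% = reference blocker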
Target sequence (O43353 whole entry, looked up): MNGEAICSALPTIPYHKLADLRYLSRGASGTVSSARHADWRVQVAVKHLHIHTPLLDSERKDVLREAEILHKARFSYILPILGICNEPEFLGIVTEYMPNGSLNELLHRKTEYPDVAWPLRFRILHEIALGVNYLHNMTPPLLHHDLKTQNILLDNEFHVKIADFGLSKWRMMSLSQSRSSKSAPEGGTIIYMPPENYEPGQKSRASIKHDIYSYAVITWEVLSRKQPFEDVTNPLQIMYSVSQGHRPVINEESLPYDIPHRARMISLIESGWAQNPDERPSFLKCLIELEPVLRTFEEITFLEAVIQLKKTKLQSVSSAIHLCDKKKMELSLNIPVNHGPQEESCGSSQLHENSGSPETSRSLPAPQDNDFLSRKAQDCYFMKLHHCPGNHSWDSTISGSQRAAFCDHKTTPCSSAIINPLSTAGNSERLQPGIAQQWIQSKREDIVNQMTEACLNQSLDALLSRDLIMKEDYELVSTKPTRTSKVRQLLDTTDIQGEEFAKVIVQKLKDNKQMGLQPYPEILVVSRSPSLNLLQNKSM
C8 TRAIL sens: viability loss with TRAIL in NB7+C8 cells, primary screen, TRAIL sensitizer project, cell-based, ATPlite luminescence; inhibition (viability loss, TRAIL sensitization), % at 10 µM; 360,000 tested, 1% active; AID 624354, 2012;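 active = compounds causing at least 50% loss of cell viability in the single-dose screen, relative to plate controls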
TROY NFkB inh: inhibitors of TROY-driven NF-kB signaling, primary screen, Q293 LMP1-TROYcd cells, NF-kB luciferase, uHTS; 360,000 tested, 0.98% active; Q293 LMP1-TROYcd NF-kB luciferase reporter, 4 h; inhibition, % at 10 µM;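 active = compounds whose plate-normalised and pattern-corrected inhibition of the luciferase reporter signal at the single screening dose is 50% or more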
NCOA2 inhibitor: inhibition of GAL4-SRC2 driven luciferase reporter, primary screen, SRC2 inhibitor project, cell-based, luminescence. Nuclear receptor coactivator 2 (Homo sapiens), Q15596. HEK293 GAL4-SRC2 luciferase reporter. inhibition, % at 9 µM. 370,000 tested, 0.17% active;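 active = inhibition above the mean inhibition of all tested compounds plus 3 SD, set per campaign, cut at about 52% in these data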;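 also: 0% = DMSO treated cells and 100% = cells given Gossypol at 36 µM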
LMP1 NFkB inh: EBV LMP1-driven NF-kappaB luciferase reporter inhibitors, primary screen, cell-based, luminescence, single point; LMP1-induced NF-kappaB luciferase reporter cells; inhibition, % at 12.5 µM; 350,000 tested, 0.69% active; AID 504558, 2011; in the data active = inhibition above about 41%;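 also: 0% = neutral control wells and 100% = reference inhibitor control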
TLR9-MyD88 block: inhibitors of TLR9-MyD88 association in cells, primary screen, cell-based, CHO, BLA complementation, fluorescence; Toll-like receptor 9 (Homo sapiens) + Myeloid differentiation primary response protein …; CCF4 FRET ratio; inhibition, % at 4.98 µM; 340,000 tested, 0.21% active; AID 504734, 2011;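 active = inhibition above the mean over all tested compounds plus 3 SD, cut at about 21% in these data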;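 also: 0% = DMSO only wells and 100% = clavulanate BLA inhibitor control wells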
LRH-1 inv ag: LRH-1 (NR5A2) inverse agonists, primary screen, cell-based, luminescence, HEK293T, StAR-luciferase reporter. Nuclear receptor subfamily 5 group A member 2 (Homo sapiens), O00482. LRH-1 transfected, 24 h. inhibition, % at 3.6 µM. 360,000 tested, 0.13% active. AID 602396, 2012;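 active = inhibition above the mean inhibition of all tested compounds plus 3 SD, cut at about 73% in these data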;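 also: 0% = DMSO wells and 100% = reporter-only cells lacking LRH-1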
NR2F2 inh: NR2F2 transcriptional activity inhibitors, primary screen, cell-based, luciferase reporter, HEK293T, luminescence; inhibition, % at 8.6 µM; AID 686940, 2013; 370,000 tested, 0.7% active; HEK293T NGFI-A luciferase reporter; COUP transcription factor 2 (Homo sapiens), P24468;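 active = inhibition above a per-plate cutoff, mean inhibition of test wells between control levels plus 3 SD, cut at about 38% in these data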;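 also: cells cotransfected with COUP-TFII expression vector driving the NGFI-A reporter; 0% = median of COUP-TF2 test wells and 100% = reporter-only cells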
Target sequence (P24468 whole entry, looked up): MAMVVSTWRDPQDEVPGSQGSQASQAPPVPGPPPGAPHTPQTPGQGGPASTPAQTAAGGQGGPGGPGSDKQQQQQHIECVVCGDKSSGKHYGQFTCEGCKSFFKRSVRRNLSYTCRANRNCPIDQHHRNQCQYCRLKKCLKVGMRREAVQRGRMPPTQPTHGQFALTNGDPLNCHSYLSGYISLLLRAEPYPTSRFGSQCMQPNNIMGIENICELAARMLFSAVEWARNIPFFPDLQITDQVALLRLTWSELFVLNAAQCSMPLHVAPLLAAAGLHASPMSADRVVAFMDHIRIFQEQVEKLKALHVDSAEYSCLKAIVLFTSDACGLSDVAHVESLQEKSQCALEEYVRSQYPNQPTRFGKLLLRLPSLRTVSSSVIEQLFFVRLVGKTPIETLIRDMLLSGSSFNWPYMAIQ
Starred values were filed as active, the others as inactive; · = no result given. Not all compounds are listed; count on the stated rates, not on these rows.

canonical_smiles,TLR9-MyD88 block,SRC1 inh,LRH-1 inv ag,Vif inh,TROY NFkB inh,C8 TRAIL sens,NCOA2 inhibitor,NR2F2 inh,LMP1 NFkB inh,NCOA3 inh,NOD2-RIPK2 inh
Cc1csc(=O)n1CCC(=O)OCC(=O)NCc1ccc(Cl)cc1Cl,-2,-17,-7,16,-9,3,-17,13,-2,-20,-8
O=S(=O)(NCc1ccc2c(c1)OCO2)c1cccc(F)c1,-2,-17,2,-3,8,-3,0,20,-10,3,1
COc1cccc2c1OCC(C(=O)OCc1cccnc1)=C2,-1,6,-11,1,-20,8,9,14,11,-3,-8
CCc1ccc(/C=N\n2cnnc2)cc1,4,-11,4,6,12,7,-6,-16,-3,21,-1
CC(=O)c1cnc2sccn2c1=O,-1,11,4,-4,-12,-8,-17,20,-2,17,5
Cc1cccc(OCC(=O)N(Cc2nnc(-c3ccccc3Cl)o2)C2CC2)c1,-12,-25,-22,-11,2,-12,-32,24,-3,25,-7
CCOC(=O)C1=C(C)Nc2ncnn2C1/C=C/c1ccccc1 (centres undefined),3,-6,-35,-5,-3,20,-9,-6,6,9,1
CC(C)Cc1nnc(NC(=O)CCC(=O)NC2CCCCC2)s1,-7,-3,1,-2,16,-10,8,1,3,6,0
COc1ccc2cc(CCNS(=O)(=O)c3ccc(NC(C)=O)cc3)c(=O)[nH]c2c1,1,-13,8,57*,3,-12,-2,-2,0,1,3
CCCC(=O)Nc1ccc2oc(-c3cncc(Br)c3)nc2c1,5,-78,-125,16,-50,-4,-28,-5,-35,-83,-7
Cc1cc(/C=N/NS(=O)(=O)c2ccc(F)c(Cl)c2)no1,3,-1,-4,-2,-5,5,8,1,4,10,-4
O=C1OC2(CCCCC2)OC(=O)C1=CNc1ccc2c(c1)OCO2,3,-2,6,13,-29,-8,-18,-1,-31,-21,-5
CCOC(=O)N1CCN(S(=O)(=O)c2ccc(C(=O)Nc3nnc(CC)o3)cc2)CC1,-7,-32,-16,-3,7,22,-10,0,-8,15,-139
O=S(=O)(c1ccccc1C(F)(F)F)N1CCC(n2cnc3ccccc32)CC1,-8,-17,9,-7,20,-13,1,8,-3,17,10
CC(C)C(c1nnnn1Cc1ccccc1)N1CCN(Cc2ccc3c(c2)OCO3)CC1 (centres undefined),2,4,10,1,10,7,11,8,3,-10,5

Single records, from the list above:
Listed for `CC(C)Cc1nnc(NC(=O)CCC(=O)NC2CCCCC2)s1` : TLR9-MyD88 block = -7; SRC1 inh = -3; LRH-1 inv ag = 1; Vif inh = -2; TROY NFkB inh = 16; C8 TRAIL sens = -10; NCOA2 inhibitor = 8; NR2F2 inh = 1; LMP1 NFkB inh = 3; NCOA3 inh = 6; NOD2-RIPK2 inh = 0
Listed for `Cc1cccc(OCC(=O)N(Cc2nnc(-c3ccccc3Cl)o2)C2CC2)c1` : TLR9-MyD88 block = -12; SRC1 inh = -25; LRH-1 inv ag = -22; Vif inh = -11; TROY NFkB inh = 2; C8 TRAIL sens = -12; NCOA2 inhibitor = -32; NR2F2 inh = 24; LMP1 NFkB inh = -3; NCOA3 inh = 25; NOD2-RIPK2 inh = -7

Additional structures.
canonical_smiles,TLR9-MyD88 block,SRC1 inh,LRH-1 inv ag,Vif inh,TROY NFkB inh,C8 TRAIL sens,NCOA2 inhibitor,NR2F2 inh,LMP1 NFkB inh,NCOA3 inh,NOD2-RIPK2 inh
CCOc1cccc2sc(N(CCCN(C)C)C(=O)c3ccc(S(=O)(=O)N(C)CC4CCCO4)cc3)nc12 (centres undefined),5,-3,-4,-7,9,7,-5,6,-2,12,-1
CC1CCC2C(C1)Nc1c(C(=O)O)cccc1C2(C)C (centres undefined),-4,4,7,-13,13,-12,-3,21,1,-2,-9
CC(C)(C)C(=O)Nc1cc2c3c(c1)CC(=O)N3CCC2,-2,-4,-18,-20,-12,-19,1,6,-1,1,-6
CC(=O)N/C(=C\c1ccccc1)C(=O)OCC(=O)c1c(N)n(CC(C)C)c(=O)n(C)c1=O,-2,3,21,·,4,17,-8,-13,-3,5,2
CCOC(=O)C1(CCCc2ccccc2)CCN(Cc2nccn2CC)CC1,-2,-3,3,-1,8,10,-17,29,-4,10,2
COC(=O)c1ccccc1NC(=S)N(C)C,5,6,8,3,-9,-8,-8,4,2,14,-2
O=C(Nc1ccn(Cc2ccc(F)cc2)n1)c1ccncc1,-1,1,13,·,18,-1,-8,25,10,2,0
O=C(Nc1ccc2c(c1)OCCO2)C1c2ccccc2OCC(=O)N1Cc1ccco1 (centres undefined),·,·,-8,·,6,-6,22,2,·,·,1
Cc1n[nH]c(=O)n1-c1ccc(OC(F)(F)F)cc1,11,-11,7,6,-2,-16,3,-25,-1,6,8
O=C(CN1C(=O)CCSc2ccccc21)Nc1ccc2c(c1)OCO2,-3,-1,7,3,13,16,1,-5,-7,6,0
N#C/C(=C\c1cn(CC(=O)N2CCCC2)c2ccccc12)C(=O)NCc1ccc2c(c1)OCO2,1,-3,7,-1,15,-5,-5,0,4,9,-15
CCNS(=O)(=O)c1ccc(CCC(=O)N2CCN(c3ccc(OC)cc3)CC2)cc1,0,-3,16,-3,5,0,-24,12,0,4,-3
Cc1ccc(OCc2nnc(SCC(=O)c3ccccc3)n2-c2ccccc2)cc1,5,-12,-21,-11,-2,-7,-2,10,1,15,-19
CCCCCC(N)=O,4,-27,-8,4,-14,-6,-6,2,1,9,8
COc1cc(NC(=O)c2c(F)cccc2F)nc(OC)n1,4,-37,-46,11,-19,7,·,·,-10,-37,3
COc1cc(C(N)=O)cc(Br)c1OC,-1,11,4,1,13,20,20,18,3,9,-10
CC(=O)NCc1ccc(S(=O)(=O)N2CCN(S(=O)(=O)c3ccc4ccccc4c3)CC2)cc1,6,-14,5,-4,5,3,0,-15,-2,3,-7
O=C(NCc1ccc2c(c1)OCO2)C1CC(c2cccc(Br)c2)=NO1 (centres undefined),3,-7,-8,·,5,-3,9,0,6,2,5
N=c1sccn1CC(=O)Nc1ccc(S(=O)(=O)N2CCOCC2)cc1,5,-5,6,18,-7,-7,8,10,4,25,-2
N#Cc1ccc(Nc2nc(-c3ccccc3)cs2)cc1,·,-71,-31,-6,-36,-7,-50,-29,·,-106,-2
CC1=CC(C)(C)Nc2ccc(OC(=O)c3cccnc3)cc21,5,-4,22,36,23,-1,39,9,-15,-8,10
C#CCOCCOCCOCCNc1nc(N2CCOCC2)nc(N2CCN(C(=O)CCCCCCCCCCNC(=O)Cn3cc(CCCCCN)nn3)CC2)n1,5,-8,-13,2,-11,1,3,11,0,14,1
CC(=O)Nc1ccc(N(C(=O)c2ccco2)C(C(=O)NC2CCCC2)c2cccs2)cc1 (centres undefined),5,8,4,3,-10,8,-2,6,10,6,-9
CN(CC(=O)Nc1ccc(F)c(F)c1F)C(=O)C1CCC1,-6,-2,-9,4,7,-8,14,0,-2,-12,0
COc1ccc(CCNC(=O)CN(C)S(=O)(=O)c2cccc3nsnc23)cc1OC,-8,-2,16,1,-5,-4,14,14,3,-2,-8
Cc1nn(-c2ccccc2)c(C)c1C(=O)NCCc1ccccc1,-3,-47,-49,-16,-55,2,-49,-29,-13,-61,1
NC(=O)CC[C@H](NC(=O)c1ccc(F)cc1)C(=O)OCC(=O)NCc1ccc2c(c1)OCO2,8,-14,15,21,-17,-15,-33,-58,2,-3,-9
COc1ccc(OC)c(NC(=O)C2COc3ccccc3O2)c1 (centres undefined),-2,-10,-10,4,-43,-10,4,-10,-19,21,-4
COc1cc(/C=C(\C#N)c2ccccn2)ccc1OCC(=O)Nc1cccc(C(F)(F)F)c1,6,-10,8,-5,-12,18,12,-19,-20,7,-17
O=C(O)CCN1c2cccc3cccc(c23)S1(=O)=O,2,-9,15,20,7,-19,1,3,-12,0,7
O=C(CN(Cc1ccc(Cl)cc1)S(=O)(=O)c1ccccc1)NCC1CCCO1 (centres undefined),-6,1,-2,6,-2,5,-2,20,2,-14,-19

Compounds from the list above that contain a Cl atom (four):
canonical_smiles,TLR9-MyD88 block,SRC1 inh,LRH-1 inv ag,Vif inh,TROY NFkB inh,C8 TRAIL sens,NCOA2 inhibitor,NR2F2 inh,LMP1 NFkB inh,NCOA3 inh,NOD2-RIPK2 inh
Cc1csc(=O)n1CCC(=O)OCC(=O)NCc1ccc(Cl)cc1Cl,-2,-17,-7,16,-9,3,-17,13,-2,-20,-8
Cc1cccc(OCC(=O)N(Cc2nnc(-c3ccccc3Cl)o2)C2CC2)c1,-12,-25,-22,-11,2,-12,-32,24,-3,25,-7
Cc1cc(/C=N/NS(=O)(=O)c2ccc(F)c(Cl)c2)no1,3,-1,-4,-2,-5,5,8,1,4,10,-4
O=C(CN(Cc1ccc(Cl)cc1)S(=O)(=O)c1ccccc1)NCC1CCCO1 (centres undefined),-6,1,-2,6,-2,5,-2,20,2,-14,-19
